VP16 counter – inhibits Gal4-VP16 luciferase reporter, ROR gamma counter-screen | Drosophila S2 Gal4-VP16 UAS-luciferase, luminescence, 20 h | Potency, µM (series often up to 53.6 µM), for the others: at the top dose activity, negative = inhibition, hits mostly inhibitors | 310,000 tested, 3.5% active | AID 2546;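 further: Gal4-VP16 expression switched on by copper sulfate through the metallothionein promoter; potency means the concentration at half of the fitted maximal effect; on the % scale 0 is the no-effect control and ±100 the full control effect; nearly all actives have a fitted effect of over 50% in size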
KCNH2 3.1 block – blocks the human KCNH2 3.1 channel isoform | U2OS KCNH2 3.1, thallium flux FluxOr; active compounds read low | activity change, % (tested at about 1.8 µM) | AID 720553 | 340,000 tested, 0.95% active;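 active means maximum activity change below -70%; inconclusive means maximum activity change from -70% to -50%; inactive means maximum activity change above -50%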;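 further: thallium influx rate constant from kinetic fluorescence after stimulation buffer; on the % scale 0 is the no-effect control and ±100 the full control effect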
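FluxOr-based Tl+ influx in U2OS cells transduced with KCNH2 3.1 virus; rate constants normalized to DMSO controls.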
ELG1 genotoxic – induces genotoxicity in HEK293T cells with luciferase-tagged ELG1; HEK293T ELG1-luciferase reporter, luminescence, 16 h; AID 504466; Potency, µM (titrated, usually from 46 µM), without a hit: top-dose activity change, positive = activation, actives largely listed as activators; 330,000 tested, 1.3% active; further: potency means the concentration at half of the fitted maximal effect; % of control where 0% means no effect; nearly all actives have a fitted effect of over 60% in size
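16 hr compound incubation (37 °C, 5% CO2) of HEK293T cells carrying luciferase-tagged ELG1; luciferase then measured by ONE-Glo luminescence after 30 min at RT.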
Giardia kill – kills Giardia lamblia; Giardia lamblia trophozoite viability; activity change, % at 7.66 µM, hits read low; 340,000 tested, 0.15% active; AID 540267; in the data active means activity change below about -80%; inconclusive means between about -30% and that limit;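 further: parasites exposed to compound for two days anaerobically before the ATP read; on the % scale 0 is the no-effect control and ±100 the full control effect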
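Trophozoite viability was measured as ATP-dependent luminescence, read 15-30 min after reagent addition. Before that, parasites at 100 cells/well were exposed to compounds for 48 h, anaerobically, at 37 deg C.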
uPA surface inh – inhibitors of cell surface uPA generation. cell surface uPA generation assay, qHTS. Potency, µM (top dose mostly 38.3 µM), for the others: at the highest dose activity change, negative = inhibition, most hits filed as inhibitors. 330,000 tested, 0.31% active; active means well fitted inhibition curve with a large enough effect; inconclusive means small, poorly fitted or top-dose-only effect; inactive means no such curve, though single readings can be large or run the other way; tested in mouse RAW 264.7 cells; further: potency means the concentration at half of the fitted maximal effect; on the % scale 0 is the no-effect control and ±100 the full control effect; nearly all actives have a fitted effect of over 55% in size
Rab9 prom act – activators of Rab9 promoter; Potency, µM (top dose mostly 9.22 µM), inactives show top-dose activation, negative = inhibition, hits mostly activators; Huh7 Rab9 promoter-luciferase reporter, luminescence, 24 h; 320,000 tested, 2.8% active; further: potency means the concentration at half of the fitted maximal effect; % of control where 0% means no effect; nearly all actives have a fitted effect of over 60% in size
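Steps: seed 1500 Huh7 Rab9-luc cells per well, rest 2 h at 37 °C; add compound in DMSO; incubate 24 h; add luciferase reagent, 10 min ambient; read luminescence.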
FBPA coupling cs – inhibits coupling enzyme system, counter-screen for aldolase hits; coupling enzyme system counterscreen, AmpLite Red fluorescence; activity change, negative = inhibition, % at 58.2 µM, hits read low; 290,000 tested, 0.67% active; AID 2472; in the data active means activity change below about -30%; further: on the % scale 0 is the no-effect control and ±100 the full control effect
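Fluorescence at 525 nm excitation and 598 nm emission measured inhibition of the coupled detection system without aldolase. Compounds (at 57.5 uM final) were preincubated 10 min at room temperature with coupling enzyme reagent before a 20 min substrate/AmpLite Red step.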
FLuc modulator – inhibits or activates purified firefly luciferase, miR-21 counter-screen; purified FLuc, Km substrates, luminescence inhibition; P08659; 360,000 tested, 6.9% active; Potency, µM (series often up to 57.5 µM), without a hit: top-dose activity change, negative = inhibition, hits mostly inhibitors; AID 588342;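 further: potency means the concentration at half of the fitted maximal effect; plate controls were vehicle for no effect and reference inhibitor for full effect; nearly all actives have a fitted effect of over 55% in size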
Target sequence (P08659 whole entry, looked up): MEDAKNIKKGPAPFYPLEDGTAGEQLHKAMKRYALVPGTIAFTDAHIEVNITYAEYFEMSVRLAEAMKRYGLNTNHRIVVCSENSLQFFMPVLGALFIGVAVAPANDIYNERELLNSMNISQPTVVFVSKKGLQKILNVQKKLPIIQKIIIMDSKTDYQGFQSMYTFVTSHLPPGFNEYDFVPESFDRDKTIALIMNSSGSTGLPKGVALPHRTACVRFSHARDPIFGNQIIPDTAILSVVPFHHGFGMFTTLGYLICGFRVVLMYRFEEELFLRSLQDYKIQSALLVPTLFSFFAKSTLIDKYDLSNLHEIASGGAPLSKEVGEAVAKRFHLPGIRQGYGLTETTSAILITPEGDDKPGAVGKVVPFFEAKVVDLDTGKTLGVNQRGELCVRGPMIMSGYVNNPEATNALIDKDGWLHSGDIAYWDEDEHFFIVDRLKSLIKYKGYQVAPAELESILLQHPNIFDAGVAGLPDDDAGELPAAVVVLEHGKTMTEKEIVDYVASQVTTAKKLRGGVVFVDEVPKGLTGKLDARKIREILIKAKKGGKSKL
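Purified P. pyralis luciferase, 10 nM final, with Km-level 10 uM D-luciferin and 10 uM ATP in 50 mM Tris acetate pH 7.5, 10 mM Mg acetate, 0.01% Tween-20, 0.05% BSA; 6-point qHTS titration about 60 µM downward; luminescence read.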
RORg inh – inhibitors of mouse ROR gamma transcriptional activity; P51450; Drosophila S2 Gal4-RORgamma UAS-luciferase reporter, 20 h; Potency, µM (series often up to 53.6 µM), for the others: top-dose activity change, negative = inhibition, hits mostly inhibitors; 310,000 tested, 5.4% active; further: potency means the concentration at half of the fitted maximal effect; on the % scale 0 is the no-effect control and ±100 the full control effect; nearly all actives have a fitted effect of over 60% in size
Target sequence (P51450 whole entry, looked up, the tested form may be a part): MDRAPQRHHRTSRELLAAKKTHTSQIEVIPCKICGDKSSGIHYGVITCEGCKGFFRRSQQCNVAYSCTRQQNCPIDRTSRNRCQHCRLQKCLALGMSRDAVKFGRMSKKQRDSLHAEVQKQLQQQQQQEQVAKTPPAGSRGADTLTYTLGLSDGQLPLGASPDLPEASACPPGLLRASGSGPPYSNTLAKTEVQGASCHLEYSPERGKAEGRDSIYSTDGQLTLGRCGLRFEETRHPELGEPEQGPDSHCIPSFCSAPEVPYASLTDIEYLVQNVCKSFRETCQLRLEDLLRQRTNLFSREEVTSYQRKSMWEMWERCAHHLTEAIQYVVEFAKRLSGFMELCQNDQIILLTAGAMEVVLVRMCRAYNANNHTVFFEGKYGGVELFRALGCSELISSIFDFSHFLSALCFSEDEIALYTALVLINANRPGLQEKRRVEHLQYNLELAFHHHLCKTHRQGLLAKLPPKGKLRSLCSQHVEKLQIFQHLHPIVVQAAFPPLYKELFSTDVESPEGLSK
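Stable Schneider cell line, Gal4 DNA-binding domain fused to ROR gamma, UAS-luciferase. Cmpd 1 hr RT → CuSO4 700 uM final → 20 hr RT → luciferase reagent 10 min → luminescence.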
NPC1 promoter act – activates the NPC1 promoter. AID 485313. Potency, µM (highest dose often 9.22 µM), for the others: top-dose activation, usual class: activators. 320,000 tested, 2.4% active. Huh7 NPC1 promoter luciferase reporter, 24 h;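 further: potency means the concentration at half of the fitted maximal effect; % of control where 0% means no effect; nearly all actives have a fitted effect of over 60% in size; reporter is driven by a mutant NPC1 promoter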
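Cells: Huh7 expressing luciferase under the NPC1 promoter, 1500/well. Seeded 2 h, compound added, incubated 24 h at 37 °C. Luciferase reagent, 10 min ambient, then luminescence.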
Tb PFK inh – blocks T. brucei phosphofructokinase. 330,000 tested, 0.17% active. T. brucei PFK, ADP-Glo luminescence. Potency, µM (series often up to 57.5 µM), without a hit: top-dose activity, negative = inhibition, actives largely listed as inhibitors;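 further: potency means the concentration at half of the fitted maximal effect; 0% = uninhibited 1x PFK enzyme wells and -100% = no-enzyme wells; nearly all actives have a fitted effect of over 60% in size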
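1.25 nM PFK with 0.5 mM F6P and 0.1 mM ATP in 0.1 M TEA pH 8.0, 5 mM MgCl2, incubated 45 min at room temperature; ADP measured by ADP-Glo luminescence; compounds titrated up to 57 uM.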
* hit, by the source's call; ? = inconclusive; . = not tested or not shown; & = joins results of further samples; [ ] = dose if it differs, or a comment. Unless noted, the call rests on the fitted dose curve; in most records, active means well fitted curve in the direction sought with a large enough effect; inconclusive means small, poorly fitted or top-dose-only effect, or another doubt; inactive means no such curve, though single readings can be large; an effect the other way counts as inactive or inconclusive.

SMILES | VP16 counter | KCNH2 3.1 block | ELG1 genotoxic | Giardia kill | uPA surface inh | Rab9 prom act | FBPA coupling cs | FLuc modulator | RORg inh | NPC1 promoter act | Tb PFK inh
CCC(=O)NCCSc1c[nH]c2ccccc12 | 7% | -20 | 2% | 5 | -2% | -2% | 0 | -14% | 29% | 6% | 4%
COC(=O)c1c(C)[nH]c(C(=O)C(C)OC(=O)c2ccco2)c1C (stereo not given) | . | 19 | 0% | 21 | 14% | -7% | . | -6% | . | -1% | 0%
CC(C)Sc1sc(C(=O)O)c(-c2ccc(Cl)cc2)c1C#N | 3% | -4 | -3% | 1 | -3% | -2% | 26 | -18% | 34% | 2% | 4%
CCOC(=O)c1cccnc1SCC(=O)NC(C)CC (stereo not given) | -3% | -1 | 0% | 2 | . | -5% | 0 | 4% | -14% | -1% | 0%
COc1ccccc1C(=O)NCCC(=O)N(C)CC(=O)Nc1c(Cl)cccc1Cl | . | 4 | -9% | -17 | 5% | -1% | . | 2% | . | 7% | -6%
CC(C)N(C#N)c1nc(N2CCOCC2)nc(N2CCOCC2)n1 | -1% | -4 | 4% | 12 | 3% | 0% | 2 | 2% | 26% | -2% | -5%
O=c1cc(N2CCN(c3ccccc3F)CC2)[nH]c(=O)n1-c1ccc(Br)cc1 | -19% | 7 | 0% | -3 | 7% | -1% | -1 | -1% | -6% | -3% | -1%
CCc1sc(C(=O)Nc2nccs2)cc1C | ? | -7 | ? | -16 | -5% | 3.2µM* | -2 | 1.3µM* | 7.9µM* | 3.5µM* | 0%
CCOC(=O)C1CCCN(C(=O)CSc2nccn2C)C1 (stereo not given) | 12% | -10 | -2% | -15 | 2% | 8% | 0 | 0% | -15% | 1% | 0%
CCCCNC(=O)c1ccc(SCC(=O)N(CC)CC)c([N+](=O)[O-])c1 | 4% | -4 | 0% | 28 | -7% | 2% | -1 | 2% | 11% | -2% | -11%
CCc1ccc(NC(=O)c2ccc(F)c(S(=O)(=O)NCC3COc4ccccc4O3)c2)cc1 (stereo not given) | ? | -7 | -8% | -8 | ? | -7% | 1 | ? | ? | -7% | 4%
CC(C)OCCCNC(=O)Cn1ccc2cc(S(=O)(=O)N3CCCCCC3)ccc21 | -8% | -19 | -2% | 57[activator] | -27% | -1% | 3 | 5%&-6% | 16% | -4% | 2%
CCc1cccc2c(C(=O)COC(=O)c3cccc(S(=O)(=O)N(C)C4CCCCC4)c3)c[nH]c12 | -4% | -16 | -2% | ? | 3% | -5% | -1 | -5% | 2% | 0% | 0%
O=C(O)c1nn(CCSc2ccccc2F)c(=O)c2ccccc12 | -2% | 12 | 15% | 9 | 5% | 1% | 0 | ? | 32% | 6% | 0%
O=[N+]([O-])c1ccccc1S(=O)(=O)Nc1cccc(S(=O)(=O)N2CCCC2)c1 | . | -26 | 0% | 4 | 2% | . | . | . | . | . | -2%
N#CCCN(C(=O)c1cc2c(s1)-c1ccccc1S(=O)(=O)C2)c1ccccc1 | 2% | -12 | -8% | 17 | -3% | -6% | . | 0% | 11% | -28% | 0%
CCOc1ccc(C(=O)Nc2cccc(-c3ccc4nncn4n3)c2)cc1 | 2% | -20 | -2% | -22 | -8% | -1% | 0 | 8.5µM* | 20% | -4% | 9%
O=C(CNC(=S)N(Cc1ccccc1F)C1CCCCC1)NCC1CCCO1 (stereo not given) | -7% | 36 | -4% | 9 | -3% | -4% | 12 | 2% | 11% | -3% | 11%
C/C(=N\Nc1nncc2ccccc12)c1cccc(OC(F)F)c1 | ? | -3 | 2.9µM* | -30 | -5% | 1.1µM* | -1 | 1.1µM* | ? | 1µM* | -1%
Cc1ccc2nc(N3CCN(C(=O)CCCC(=O)O)CC3)nc(-c3ccccc3)c2c1 | -6% | -8 | 0% | 1 | 5% | -11% | 2 | 3% | -2% | 0% | -7%
Cc1ccc(NC(=O)CCn2nc(C)cc2C)cc1 | 12% | 0 | 8% | 16 | -4% | -5% | 2 | -11% | 26% | 1% | -2%
NC(=S)N1OC[C@@H]2COc3ccc4ccccc4c3[C@@H]21 | 4% | 6 | -5% | 23 | -1% | -7% | 0 | -10% | ? | 7% | 2%
CCN1CCN(c2ncnc3c2sc2nc(N4CCOCC4)c4c(c23)CCC4)CC1 | -12% | -1 | 5% | -5 | 5% | -7% | -2 | -2% | -13% | -2% | 1%
CCc1cc(-c2[nH]ncc2-c2nc3ccccc3n2C)c(O)cc1O | -1% | -2 | -7% | -6 | 0% | -3% | -16 | 6% | 10% | 3% | -2%
COc1ccc(S(=O)(=O)N2CCCC(C(=O)NCCC(C)C)C2)cc1 (stereo not given) | 1% | 8 | -7% | -9 | -2% | 0% | 1 | 0% | 6% | -2% | -1%

A second format for part of the listing above.
Structure,VP16 counter,KCNH2 3.1 block,ELG1 genotoxic,Giardia kill,uPA surface inh,Rab9 prom act,FBPA coupling cs,FLuc modulator,RORg inh,NPC1 promoter act,Tb PFK inh
CCOC(=O)c1cccnc1SCC(=O)NC(C)CC (stereo not given),-3%,-1,0%,2,.,-5%,0,4%,-14%,-1%,0%
COc1ccccc1C(=O)NCCC(=O)N(C)CC(=O)Nc1c(Cl)cccc1Cl,.,4,-9%,-17,5%,-1%,.,2%,.,7%,-6%
CC(C)N(C#N)c1nc(N2CCOCC2)nc(N2CCOCC2)n1,-1%,-4,4%,12,3%,0%,2,2%,26%,-2%,-5%
O=c1cc(N2CCN(c3ccccc3F)CC2)[nH]c(=O)n1-c1ccc(Br)cc1,-19%,7,0%,-3,7%,-1%,-1,-1%,-6%,-3%,-1%
CCc1sc(C(=O)Nc2nccs2)cc1C,?,-7,?,-16,-5%,3.2µM*,-2,1.3µM*,7.9µM*,3.5µM*,0%
CCOC(=O)C1CCCN(C(=O)CSc2nccn2C)C1 (stereo not given),12%,-10,-2%,-15,2%,8%,0,0%,-15%,1%,0%

Additional structures:
SMILES | VP16 counter | KCNH2 3.1 block | ELG1 genotoxic | Giardia kill | uPA surface inh | Rab9 prom act | FBPA coupling cs | FLuc modulator | RORg inh | NPC1 promoter act | Tb PFK inh
Cc1ccc(C)c(CS(=O)(=O)c2cn(CC(=O)N3CCC(C)CC3)c3ccccc23)c1 | 4% | 7 | -5% | 0 | -1% | -2% | 0 | -2% | -9% | 1% | 0%
O=C(CN1C(=O)NC2(CCCc3ccccc32)C1=O)N1CCN(c2cccc(C(F)(F)F)c2)CC1 (stereo not given) | . | 5 | 1% | 4 | -25% | -17% | . | -2% | . | -8% | -8%
Cc1ccc(Cl)cc1N(CC(=O)Nc1cccc(N(C)S(C)(=O)=O)c1)S(C)(=O)=O | -4% | -10 | -12% | -14 | . | -2% | 1 | 0% | 26% | -3% | 1%
Cc1cc(NC(=O)c2ccc3c(c2)OCCO3)ccc1NC(=O)c1cc2ccccc2o1 | ? | -18 | -13% | 3 | ? | 17% | -6 | 2.7µM* | ? | 15% | 4%
CC(C)CC(=O)NCCCCc1ccccc1 | 1% | -3 | -1% | 1 | 5% | -1% | 2 | 5% | 5% | -4% | ?
Cc1cccc(CCNC(=O)CCc2c(C)nc3ncnn3c2C)c1 | 0% | 6 | -2% | -14 | 4% | 1% | 0 | -1%&8% | 0% | -5% | 0%
O=C(c1cc(C(=O)N2CCCC2)cc([N+](=O)[O-])c1)N1CCCC1 | -7% | -1 | 0% | 2 | 19% | 0% | 1 | -1% | 7% | 0% | 5%
Nn1c(Cc2cccc3ccccc23)nnc1SCc1ccc(Cl)c(Cl)c1 | -8% | -2 | -4% | 17 | -3% | -3% | 1 | 2% | -15% | 1% | ?
C=CC[C@H](CC(=O)OC(C)(C)C)C(=O)OC[C@@H]1CCCN1C(=O)[C@H](CC=C)CC(=O)N[C@H](CO)Cc1ccccc1 | . | -18 | -1% | -6 | 3% | . | . | . | . | . | -2%
O=S1(=O)NC[C@]23C[C@H](c4ccc(F)cc4)[C@@H](C[C@@H]21)O3 | 1% | -11 | 6% | -20 | 2% | -4% | 0 | 2% | 2% | -1% | -2%
COc1cccc(N2CCN(Cc3nc(N)nc(Nc4ccccc4)n3)CC2)c1 | 24% | -23 | -13% | -7 | 1% | -8% | 2 | -2% | -14% | -1% | 0%
CN1C(=O)[C@H]2[C@@H](C3CC3)N3C(=O)CN(CC4CC4)C(=O)[C@@]3(C)[C@H]2C1=O | 20% | -13 | -1% | 24 | 5% | -2% | 1 | -1% | -7% | -3% | 1%

High-throughput results: PubChem, National Center for Advancing Translational Sciences (NCATS)

Random draw from the library; 14% or so of the library scored in one or more.
